MPTP inh: blocks calcium-induced mitochondrial swelling; inhibition, % at 10 µM; 1.4% of 360,000 active; isolated mouse mitochondria, Ca2+ swelling absorbance, 30 min; AID 602449;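 active = inhibition of 50% or more, scaled per plate between neutral and stimulator controls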;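 also: 0% = DMSO wells given calcium and 100% = 1 mM EGTA wells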
ATG4B inh: ATG4B (human) cysteine protease inhibition | Q9Y4P1 | ATG4B cleavage of LC3-PLA2, NBD-HPC fluorescence, 1 h | inhibition, % at 8.33 µM | 0.51% of 340,000 active | AID 504462; in the data active = inhibition above about 40%
Target sequence (Q9Y4P1 whole entry, looked up): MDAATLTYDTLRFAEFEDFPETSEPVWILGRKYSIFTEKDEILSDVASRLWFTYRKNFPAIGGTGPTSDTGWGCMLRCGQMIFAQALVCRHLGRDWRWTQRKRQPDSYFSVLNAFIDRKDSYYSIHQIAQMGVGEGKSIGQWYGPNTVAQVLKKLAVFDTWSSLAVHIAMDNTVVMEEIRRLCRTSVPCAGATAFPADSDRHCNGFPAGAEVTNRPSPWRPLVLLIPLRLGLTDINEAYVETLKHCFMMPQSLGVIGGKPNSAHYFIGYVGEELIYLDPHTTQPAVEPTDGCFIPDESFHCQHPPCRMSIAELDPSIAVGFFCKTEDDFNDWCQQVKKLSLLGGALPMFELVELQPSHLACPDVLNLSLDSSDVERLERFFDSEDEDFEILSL
APOBEC3G inh: blocks human APOBEC3G single-stranded DNA deamination. recombinant A3G, ssDNA deamination FAM/TAMRA fluorescence. AID 493012. inhibition, % at 20 µM. 0.28% of 330,000 active;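 active = inhibition of at least 40% at 20 µM, with no more than 30% in the related APOBEC3A deaminase screen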;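 also: plate controls were DMSO wells with A3G for no effect and wells lacking A3G enzyme for full effect; some compounds called inactive have numbers as strong as hits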
Target sequence (Q9HC16 whole entry, looked up): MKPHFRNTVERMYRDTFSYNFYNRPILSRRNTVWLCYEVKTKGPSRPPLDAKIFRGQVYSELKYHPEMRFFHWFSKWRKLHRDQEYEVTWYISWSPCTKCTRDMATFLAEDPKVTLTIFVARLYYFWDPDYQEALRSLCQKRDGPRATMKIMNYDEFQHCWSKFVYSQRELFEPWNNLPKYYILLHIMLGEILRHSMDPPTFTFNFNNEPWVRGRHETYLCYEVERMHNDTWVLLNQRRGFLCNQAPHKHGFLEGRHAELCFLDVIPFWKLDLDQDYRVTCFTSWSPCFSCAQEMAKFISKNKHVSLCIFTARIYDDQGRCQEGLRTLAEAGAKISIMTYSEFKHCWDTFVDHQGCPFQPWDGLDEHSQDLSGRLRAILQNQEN
A3A deaminase: inhibitors of human APOBEC3A DNA deaminase; P31941; recombinant A3A, FAM/TAMRA ssDNA deamination fluorescence; inhibition, % at 20 µM; 0.41% of 330,000 active; AID 493011;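 active = at least 40% inhibition at 20 µM here, with at most 30% in a related deaminase screen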;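 also: plate controls were A3A with DMSO for no effect and wells lacking A3A enzyme for full effect; some results filed as inactive read as strong as hits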
Target sequence (P31941 whole entry, looked up): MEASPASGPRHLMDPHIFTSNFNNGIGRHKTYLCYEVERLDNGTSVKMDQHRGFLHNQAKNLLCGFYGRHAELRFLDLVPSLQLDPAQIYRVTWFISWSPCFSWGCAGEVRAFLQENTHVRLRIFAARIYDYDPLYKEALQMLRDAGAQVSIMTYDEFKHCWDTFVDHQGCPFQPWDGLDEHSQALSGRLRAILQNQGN
hIAP inh: human IAP inhibition; AID 2544; 0.12% of 330,000 active; inhibition, % at 10 µM; P09923; purified IAP, CDP-Star luminescence, 30 min;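 active = inhibition reaching a set limit with compound at 10 µM in the primary screen, cut at about 35% in these data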;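 also: plate controls were DMSO wells with enzyme for no effect and no-enzyme buffer wells for full effect; values of inactives mirror those of a sister screen read the other way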
mIAP act: mouse IAP activation. muIAP, CDP-Star luminescence, 30 min; stronger effect = higher value; 1 = vehicle-only enzyme signal, 0 = enzyme-free wells. activation factor at 10 µM. 0.24% of 330,000 active;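 active = activation factor of at least 2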; also: the source names both 10 and 20 µM as test concentration; values of inactives mirror those of a sister screen read the other way
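Assay system: mouse IAP enzyme; reagent: chemiluminescent substrate CDP-Star; dosing: test compounds delivered from DMSO solution; schedule: 30 min at room temperature; measured by: luminescence from enzymatic CDP-Star hydrolysis; controls: DMSO-only wells and no-enzyme negative control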
mIAP block: blocks mouse intestinal alkaline phosphatase; inhibition, % at 10 µM; purified mouse IAP, CDP-Star luminescence, 30 min; 0.2% of 330,000 active;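 active = inhibition of at least 40% at 10 µM in the primary screen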;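 also: plate controls were DMSO with enzyme for no effect and no enzyme wells for full effect; values of inactives mirror those of a sister screen read the other way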
MIN6 prolif: MIN6 beta-cell proliferation induction; MIN6 cells proliferation, ATPlite luminescence, 48 h; cells starved in 0.2% serum; 100% = growth in 10% serum; proliferation, % at 10 µM; 0.29% of 330,000 active; AID 2380;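 active = compounds whose signal lies at least 3.5 SD above the mean of all wells on their plate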;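 also: 0% = DMSO-treated cells in low-serum medium and 100% = 10% serum control; some compounds called inactive have numbers as strong as hits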
hIAP activ: human IAP activation; 0.16% of 330,000 active; activation factor at 10 µM; AID 2524; purified human IAP, CDP-Star luminescence, 30 min; stronger effect = higher value; 1 = vehicle-only enzyme, 0 = enzyme-free background; P09923;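 active = activation factor of the enzyme at least 2-fold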; also: the source names both 10 and 20 µM as test concentration; values of inactives mirror those of a sister screen read the other way
* hit, by the source's call; · = not tested or not shown. Rows were taken by chance; any-hit rate near 3.3%.

SMILES	MPTP inh	ATG4B inh	APOBEC3G inh	A3A deaminase	hIAP inh	mIAP act	mIAP block	MIN6 prolif	hIAP activ
CCn1cc([N+](=O)[O-])c(C(=O)N2N=C(c3cccc4ccccc34)CC2c2ccccc2O)n1 (stereo not drawn)	-13	-29	3	1	-7	0.86	14	-3	1.1
CCCc1ccc(OCc2ccc(C(=O)OC)o2)c(OC)c1	-0.3	10	1	2	13	1	-3	-2	0.87
O=C(COC(=O)COc1ccc2c(c1)CCC2)Nc1ccccc1	-0.1	2	-8	-3	5	1.1	-7	3	0.95
CCC(CC)c1nnc(NC(=O)CCCN2C(=O)c3ccccc3C2=O)s1	1.9	-12	2	7	-4	0.97	3	0	1
O=Cc1cnc(N2CCOCC2)nc1	-1.3	-10	-5	0	-5	1.1	-13	0	1.1
COC(=O)CCNC(=O)c1nn(Cc2ccccc2)c(=O)c2ccccc12	-1.0	-4	-5	0	6	0.88	12	-3	0.94
O=C(CSc1nnc2ccccn12)Nc1cccc(-c2nc3ccccc3s2)c1	1.1	-5	0	3	-7	0.99	1	0	1.1
COCCCNC(=O)Nc1ccc2c(c1)N(C)C(=O)CS2	0.6	-11	-5	-1	12	0.95	5	-1	0.88
O=C(c1ccc(Cl)cc1)c1cc(-c2ccccn2)c(N2CCOCC2)s1	5.3	6	-6	-3	4	0.9	10	2	0.96
O=C(Cn1cnc2ccccc2c1=O)Nc1ccc2c(c1)OCO2	0.1	30	-4	-4	-1	1.1	-6	0	1
CCOc1nc(-c2ccccc2)c2cc(C)ccc2n1	-1.8	-2	-5	-2	-21	0.92	8	-2	1.2
COc1cc(C2c3cc4c(cc3C(OC3OC5COC(c6cccs6)OC5C(O)C3O)C3COC(=O)C23)OCO4)cc(OC)c1O (stereo not drawn)	0.6	-12	0	2	-8	0.9	10	-8	1.1

Some of these compounds in order of their number in mIAP act, rising.
SMILES	MPTP inh	ATG4B inh	APOBEC3G inh	A3A deaminase	hIAP inh	mIAP act	mIAP block	hIAP activ
COc1cc(C2c3cc4c(cc3C(OC3OC5COC(c6cccs6)OC5C(O)C3O)C3COC(=O)C23)OCO4)cc(OC)c1O (stereo not drawn)	0.6	-12	0	2	-8	0.9	10	1.1
CCC(CC)c1nnc(NC(=O)CCCN2C(=O)c3ccccc3C2=O)s1	1.9	-12	2	7	-4	0.97	3	1
O=C(COC(=O)COc1ccc2c(c1)CCC2)Nc1ccccc1	-0.1	2	-8	-3	5	1.1	-7	0.95

Following part
SMILES	MPTP inh	ATG4B inh	APOBEC3G inh	A3A deaminase	hIAP inh	mIAP act	mIAP block	MIN6 prolif	hIAP activ
CCOc1ccc(-c2ccc(NS(=O)(=O)c3cc([N+](=O)[O-])c(C)c([N+](=O)[O-])c3)cc2)nn1	4.5	-9	-5	-1	13	0.89	11	1	0.87
Cc1sc2nc(CSCC(=O)Nc3ccc(C(F)(F)F)cc3)[nH]c(=O)c2c1C	7.7	-13	-7	-2	10	0.89	11	0	0.9
CC(C)NC(=O)c1ccc(Cl)cc1Cl	3.0	-7	-4	2	-12	1.1	-5	-1	1.1
Cc1nnc(NC(=O)CSc2nnc(CC(=O)Nc3ccccc3Cl)n2C)s1	-0.8	-3	-2	-4	-9	0.93	7	0	1.1
FC(F)(F)c1cc(-c2cccs2)nc2cc(-c3ccccc3)nn12	2.7	2	-7	0	11	0.96	4	-4	0.89
Cc1ccc(C(=O)N/C(=C\c2cccs2)C(=O)NCc2cccnc2)cc1	0.5	-1	-9	1	15	1	-4	-2	0.85
Cc1ccc(NC(=O)C/C(N)=N/OC(=O)Nc2cccc(C)c2)cc1	1.6	-5	0	0	-7	1	-4	-2	1.1
CCn1c(C)nc2cc(C(=O)NN=C(C)c3ccc(C#N)cc3)ccc21	0.5	-1	-3	-1	-8	0.97	3	1	1.1
Cc1ccccc1OCCC(=O)OCC(=O)c1c(N)n(CC(C)C)c(=O)n(C)c1=O	0.9	-2	-7	-1	-25	1	0	-4	1.3
CC1CC(C)CN(C(=O)CSc2nnc(-c3ccc(Cl)cc3)o2)C1 (stereo not drawn)	-0.4	6	7	1	10	1	-4	-2	0.9
CCN(C(=O)c1ccnc(C(C)(C)C)c1)c1ccccc1	-0.6	6	-2	4	3	0.8	20	0	0.97
Cc1ccc2nc(-c3ccncc3)cc(C(=O)Nc3ccc4c(c3)OCCO4)c2c1	-1.3	-11	-3	-2	10	0.96	4	0	0.9
NC(=O)c1ccccc1NC(=O)C1CCCO1 (stereo not drawn)	-0.5	-1	-2	1	19	1	-2	0	0.81
CCOC(=O)C(C)n1nc(C)c2sc3ccccc3c2c1=O (stereo not drawn)	0.0	-1	-3	-1	3	0.93	7	4	0.97
COc1ccccc1Nc1ncnc2c1oc1ccccc12	-7.7	3	3	0	-9	1	-2	2	1.1
O=C(Nc1ccc(N2CCN(C(=O)c3ccco3)CC2)cc1)c1cccc(F)c1	1.5	-12	-5	-3	-6	0.92	8	-3	1.1
COc1ccc(C(=O)C[n+]2cccc(Br)c2)cc1	0.8	-3	2	-3	-6	1.1	-8	-1	1.1
CCOC(=O)[C@H]1[C@H]2COc3cc(OC)ccc3[C@@H]2N2C(=O)[C@@H](CO)NC(=O)[C@@]12C	·	·	-3	-1	2	0.84	16	-1	0.98
Cc1cccc(NC(=O)CSc2nnc(NC(=O)CN3CCOCC3)s2)c1	0.5	2	2	1	-6	1	0	0	1.1
Cc1cc(NCCCn2ccnc2)n2ncc(-c3ccc(Cl)cc3)c2n1	1.2	8	-3	0	15	0.96	4	-6	0.85
COC(=O)Nc1nnc(-c2ccncc2)s1	-4.3	-11	-3	2	-9	0.96	4	0	1.1
CCCCc1ccc(/C=C2\C(=O)c3ccccc3C(O)=C2C(=O)OCC)cc1	·	·	-4	-4	-2	0.9	10	-6	1
O=c1cc(-c2ccccc2)nc(Cc2c(Cl)cccc2Cl)[nH]1	0.7	5	-7	-4	-12	0.9	10	1	1.1
COc1cccc(NC(=O)CSc2nnc3c(n2)[nH]c2ccc(C)cc23)c1	1.6	-9	-11	-4	-13	0.91	9	-1	1.1
CCOC(=O)CN1C(=O)N[C@@H](CCc2ccccc2)[C@H](C(=O)OC)[C@H]1C	-0.4	-3	-5	-4	23	0.92	8	-3	0.77
CCC(C)NC(=O)Cn1nc([N+](=O)[O-])c(Cl)c1C (stereo not drawn)	-2.0	5	2	4	6	1	-3	-3	0.94
CCOc1ccc(NC(=O)COc2ccc(-n3cnnn3)cc2)cc1	-0.2	-3	-4	0	10	1	-2	-3	0.9
CSc1nc(C)cc(C)c1C#N	1.9	4	-4	-3	-38	0.92	8	-1	1.4
CC(=O)Nc1ccc2c(c1)nc1n2CCN(C(C)c2ccccc2)C1 (stereo not drawn)	-0.6	-19	-14	4	8	1	-1	0	0.92
CCOC(=O)[C@@H]1[C@H]2COc3cc(OC)ccc3[C@H]2N2C(=O)N(c3cccc(F)c3)C(=O)[C@@]12C	1.3	-4	-4	-1	17	1.1	-11	3	0.83
Cc1ccc(C)c(NC(=S)N2CCN(S(C)(=O)=O)CC2)c1	1.7	-4	-1	0	-8	1	-1	4	1.1
CCOc1ccc(CNC(=O)CCCn2ccc3cc(S(=O)(=O)N4CCCC4)ccc32)cc1	-2.0	-6	-6	-2	-28	1	-3	-1	1.3
CC(SCC(=O)Nc1ccccc1Br)c1nc2ccccc2c(=O)[nH]1 (stereo not drawn)	-1.6	-4	0	-1	8	0.96	4	-2	0.92
CCOC(=O)Cc1csc(NC(=O)CC(C)(C)CC(=O)O)n1	-0.2	2	-1	1	7	1	-1	0	0.93
C=CCOc1nc2c(c(=O)n(Cc3ccc(Cl)c(Cl)c3)c(=O)n2C)n1C	0.9	10	-2	0	3	0.89	11	-1	0.97
Cc1ccc(/C=C/C(=O)Nc2cccc(S(=O)(=O)N3CCOCC3)c2)o1	0.8	5	-8	5	1	1	-1	0	0.99
O=C(Nc1cccc(-c2nc3cccnc3s2)c1)c1ccco1	-0.2	-15	1	1	-7	1	-1	-1	1.1
CN(CC(=O)Nc1ccccc1Br)C(=O)C(Cc1ccccc1)NC(=O)c1ccccc1 (stereo not drawn)	-2.4	4	-5	-2	-46	0.93	7	3	1.5
CCOC(=O)[C@H]1[C@H]2COc3cc(OC)ccc3[C@@H]2N2C(=O)CN(Cc3ccc(Cl)cc3)C(=O)[C@@]12C	-1.2	-8	-7	-5	10	0.99	1	-5	0.9
O=C(Nc1ccc(Cl)cn1)C1CCCN(c2ncnc3c2nc2n3CCCCC2)C1 (stereo not drawn)	2.4	1	-1	3	-18	0.95	5	-2	1.2
CCOc1ccccc1C(=O)NN1C(=O)CCC1=O	-0.3	0	-9	-3	21	0.92	8	-2	0.79
COc1ccc(CCN(C)C2CCCN(C(=O)CCC(F)(F)F)C2)cc1OC (stereo not drawn)	-0.3	-1	-12	-3	4	1.1	-5	-1	0.96
COC(=O)c1[nH]c2ccc(Cl)cc2c1NC(=O)CN1CCc2cc(OC)c(OC)cc2C1	6.9	-6	9	41*	10	1	-1	-3	0.9
Cc1ccccc1-n1c(N)c(C(=O)Nc2ccc(F)cc2)sc1=S	-2.2	0	-12	2	10	0.94	6	1	0.9

Some of these compounds in order of heavy-atom count, descending:
SMILES	MPTP inh	ATG4B inh	APOBEC3G inh	A3A deaminase	hIAP inh	mIAP act	mIAP block	MIN6 prolif	hIAP activ
CCOc1ccc(CNC(=O)CCCn2ccc3cc(S(=O)(=O)N4CCCC4)ccc32)cc1	-2.0	-6	-6	-2	-28	1	-3	-1	1.3
CCOc1ccc(-c2ccc(NS(=O)(=O)c3cc([N+](=O)[O-])c(C)c([N+](=O)[O-])c3)cc2)nn1	4.5	-9	-5	-1	13	0.89	11	1	0.87
COc1ccc(CCN(C)C2CCCN(C(=O)CCC(F)(F)F)C2)cc1OC (stereo not drawn)	-0.3	-1	-12	-3	4	1.1	-5	-1	0.96
COc1cccc(NC(=O)CSc2nnc3c(n2)[nH]c2ccc(C)cc23)c1	1.6	-9	-11	-4	-13	0.91	9	-1	1.1
O=C(c1ccc(Cl)cc1)c1cc(-c2ccccn2)c(N2CCOCC2)s1	5.3	6	-6	-3	4	0.9	10	2	0.96
Cc1ccc(NC(=O)C/C(N)=N/OC(=O)Nc2cccc(C)c2)cc1	1.6	-5	0	0	-7	1	-4	-2	1.1
CCOC(=O)C(C)n1nc(C)c2sc3ccccc3c2c1=O (stereo not drawn)	0.0	-1	-3	-1	3	0.93	7	4	0.97
CCN(C(=O)c1ccnc(C(C)(C)C)c1)c1ccccc1	-0.6	6	-2	4	3	0.8	20	0	0.97
CCOc1ccccc1C(=O)NN1C(=O)CCC1=O	-0.3	0	-9	-3	21	0.92	8	-2	0.79
CCC(C)NC(=O)Cn1nc([N+](=O)[O-])c(Cl)c1C (stereo not drawn)	-2.0	5	2	4	6	1	-3	-3	0.94
NC(=O)c1ccccc1NC(=O)C1CCCO1 (stereo not drawn)	-0.5	-1	-2	1	19	1	-2	0	0.81
CC(C)NC(=O)c1ccc(Cl)cc1Cl	3.0	-7	-4	2	-12	1.1	-5	-1	1.1
CSc1nc(C)cc(C)c1C#N	1.9	4	-4	-3	-38	0.92	8	-1	1.4

Screens as filed in PubChem.
